CIT2-GFP yeast – modulators of CIT2-GFP expression in yeast, primary screen, S. cerevisiae, GFP fusion, multiplex flow cytometry, MLPCN library; S. cerevisiae CIT2-GFP strain, 3 h; 100 means same as DMSO wells; GFP response vs DMSO, % at 10 µM; actives 0.065% (n = 320,000); AID 2029, 2009;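 active means GFP response relative to DMSO above a set limit, near the screen mean plus 3 SD, cut at about 150% in these data; inconclusive means Fewer than 70 cells measured for a yeast strain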;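 further: ratio of well median GFP fluorescence to mean of DMSO wells on the plate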
Bcl-xL primary – inhibitors of human Bcl-xL, primary screen, biochemical, fluorescence polarization, HTS. Bcl-2-like protein 1 (Homo sapiens), Q07817. GST-Bcl-xL / FITC-Bim BH3 peptide fluorescence polarization. inhibition, % at 10.9 µM. actives 0.7% (n = 320,000);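 active means inhibition above the mean of all tested compounds plus 3 SD, cutoff set per campaign, cut at about 30% in these data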;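 further: 0% = DMSO wells and 100% = unlabeled Bim-BH3 peptide competitor; inhibitors lower millipolarization by displacing the labeled peptide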
GLD-1 RNA inh – GLD-1/TGE RNA complex disruptors, primary screen, biochemical, fluorescence polarization. purified GLD-1 + fluorescein TGE RNA. Female germline-specific tumor suppressor gld-1 (Caenorhabditis elegans), Q17339. inhibition, % at 5.96 µM. actives 0.44% (n = 320,000);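 active means percent inhibition above a per-plate cutoff, the plate mean of test compounds plus 3 SD, cut at about 30% in these data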;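 further: 0% = DMSO wells with GLD-1 and probe and 100% = wells lacking GLD-1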
MCL1-BIM inh – inhibitors of MCL1 binding to BIM-BH3, primary screen, biochemical, fluorescence polarization | Induced myeloid leukemia cell differentiation protein Mcl-1 (Homo sapiens), Q07820 | GST-MCL1 / FITC-Bim-BH3 fluorescence polarization | inhibition, % at 10.9 µM | actives 0.68% (n = 320,000);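 active means inhibition above the mean inhibition of all tested compounds plus 3 SD, set per campaign, cut at about 40% in these data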;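 further: 0% = DMSO wells and 100% = unlabeled Bim-BH3 peptide control; higher means more loss of mP so more displacement of Bim peptide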
Target sequence (Q07820 whole entry, looked up): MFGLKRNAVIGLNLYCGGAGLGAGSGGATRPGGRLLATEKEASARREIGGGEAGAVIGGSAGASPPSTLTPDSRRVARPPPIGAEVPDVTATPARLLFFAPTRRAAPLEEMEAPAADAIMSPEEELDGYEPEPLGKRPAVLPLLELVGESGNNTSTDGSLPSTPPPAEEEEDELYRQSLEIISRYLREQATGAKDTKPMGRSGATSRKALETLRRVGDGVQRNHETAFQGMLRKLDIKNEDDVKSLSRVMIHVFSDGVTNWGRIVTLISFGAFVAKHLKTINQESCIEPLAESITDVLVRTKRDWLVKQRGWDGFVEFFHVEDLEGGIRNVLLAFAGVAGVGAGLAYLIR
CR mimetic SO – reduction of superoxide in aged yeast, primary screen, HTS; AID 2690, 2010; S. cerevisiae aged cells, superoxide DHE fluorescence; hits give low values; superoxide response (% of plate mean), % at 10 µM; actives 0.18% (n = 330,000);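 active means superoxide response under a set limit, about three screen SD below normal, cut at about 65% in these data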;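 further: yeast aged for seven days with compound at 30 °C before DHE staining; 100% = average MFI of all compound-treated wells on the plate with controls excluded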
GRK2 inh – compounds blocking aptamer binding on GRK2 – biochemical, human GRK2, bead flow cytometry, HTS, primary screen | actives 0.59% (n = 330,000) | Beta-adrenergic receptor kinase 1 (Homo sapiens), P25098 | FAM-aptamer displacement from GRK2 | inhibition of aptamer binding, % at 10 µM;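 active means inhibition of aptamer binding above 40%, roughly 3 SD of noise, on plates passing a quality check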;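 further: median bead fluorescence of bound FAM aptamer so fluorescent compounds give negative values; no value below 0 was filed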
Target sequence (P25098 whole entry, looked up): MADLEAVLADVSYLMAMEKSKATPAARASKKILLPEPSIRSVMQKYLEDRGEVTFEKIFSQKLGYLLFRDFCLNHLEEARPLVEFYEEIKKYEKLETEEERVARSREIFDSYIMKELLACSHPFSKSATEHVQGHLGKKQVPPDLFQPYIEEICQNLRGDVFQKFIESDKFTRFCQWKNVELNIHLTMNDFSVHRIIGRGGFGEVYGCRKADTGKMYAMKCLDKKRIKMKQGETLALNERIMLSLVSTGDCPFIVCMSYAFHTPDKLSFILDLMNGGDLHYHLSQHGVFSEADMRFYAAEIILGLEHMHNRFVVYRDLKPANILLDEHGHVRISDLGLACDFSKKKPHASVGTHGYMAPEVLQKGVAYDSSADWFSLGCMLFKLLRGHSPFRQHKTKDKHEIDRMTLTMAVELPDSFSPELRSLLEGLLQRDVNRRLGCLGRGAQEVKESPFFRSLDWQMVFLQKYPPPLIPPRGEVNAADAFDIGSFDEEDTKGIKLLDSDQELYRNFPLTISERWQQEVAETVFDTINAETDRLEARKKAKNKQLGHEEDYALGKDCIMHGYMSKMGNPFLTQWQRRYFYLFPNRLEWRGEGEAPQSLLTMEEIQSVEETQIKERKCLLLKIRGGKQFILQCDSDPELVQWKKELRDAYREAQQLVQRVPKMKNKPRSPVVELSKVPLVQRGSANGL
VLA-4 inh – inhibition in human VLA-4 binding assay, primary screen, VLA-4 allosteric modulator project, MLPCN library, flow cytometry, VLA-4 expressing cells | Integrin alpha-4 (Homo sapiens), P13612 | ligand binding flow cytometry | inhibition, % (about 7 µM as worked out from the volumes in the protocol) | actives 0.2% (n = 330,000); in the data active means inhibition above about 50%
MEX-5 binding – MEX-5 zinc finger RNA-binding disruptors – biochemical, C. elegans, fluorescence polarization, MLPCN library, primary screen; Zinc finger protein mex-5 (Caenorhabditis elegans), Q9XUB2; MEX-5/FITC-TCR2 RNA binding; hits give low values; activity score (negative = inhibition of binding), % at 10 µM; actives 0.38% (n = 300,000); AID 1832, 2009;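 active means inhibition past about -25% in most replicates, and total fluorescence under double the plate's negative control median, limit read from the data; inconclusive means replicates evenly split on the limit, or fluorescence at least double controls; inactive means too little inhibition in most replicates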;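 further: 0% = DMSO and -100% = 5 µM competing unlabeled TCR2 RNA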
AGP1-GFP MLPCN – modulators of AGP1-GFP expression in yeast TOR pathway, primary screen, cell-based, multiplex flow cytometry, S. cerevisiae, MLPCN library; 3 h; GFP as percent of DMSO wells; GFP response vs DMSO, % at 10 µM; actives 0.02% (n = 320,000); AID 2066, 2009;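 active means GFP response relative to DMSO above a set limit, near screen average plus 3 SD, cut at about 150% in these data; inconclusive means fewer than 70 cells counted for the yeast strain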;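 further: median GFP channel fluorescence of the gated AGP1 strain per well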
An asterisk follows results filed as active; u = inconclusive; x = no result given; & = joins results of further samples; [ ] = dose if it differs, or a comment.

SMILES	CIT2-GFP yeast	Bcl-xL primary	GLD-1 RNA inh	MCL1-BIM inh	CR mimetic SO	GRK2 inh	VLA-4 inh	MEX-5 binding	AGP1-GFP MLPCN
CN1CCCc2cc(C#N)c(=O)[nH]c21	102	9	6	2	102	1	3	-1.8	100
Cc1ccc(C(=O)OCC(=O)NC2CCCC2)cc1	103	6	-23	4	100	0	0	4.7	102
CCN(CC(=O)NCc1cccs1)S(=O)(=O)c1ccc(NC(C)=O)cc1	99	5	4	2	86	0	3	1.2	92
CCN(CC)C(=O)/C(=C\c1ccncc1)NC(=O)c1ccccc1	u	6	-4	12	84	0	5	-0.7	21[may fluoresce violet]
O=C1CC(c2ccccc2)Cc2nc(N3CCc4ccccc43)ncc21 (stereo not given)	97	-3	-9	-7	121	0	-3	0.3	103
COc1ccc(N(CC(=O)NCc2ccc(C)cc2)S(=O)(=O)c2c(C)nn(C)c2C)cc1	87	0	6	5	98	1	9	-0.4	83
O=C(Nc1ccccc1)c1nc[nH]c1C(=O)NCCCNC(=O)c1[nH]cnc1C(=O)Nc1ccccc1	72	x	1	x	97	2	-9	x	76
CCN(CCNc1ccc(Cl)cc1[N+](=O)[O-])C(=O)c1cc([N+](=O)[O-])c(N(C)C)cc1OC	103	3	7	5	124	1	2	1.1	103
O=C(OCCCCN1C(=O)c2ccccc2C1=O)c1ccc(Br)o1	86	5	6	5	95	1	3	1.3	95
COC(=O)c1ccccc1NC(=S)N(Cc1ccc2c(c1)OCO2)Cc1cc2ccc(C)cc2[nH]c1=O	95	-2	4	7	89	0	0	-2.8	100
Cc1ccccc1S(=O)(=O)/N=C(/c1ccccc1)N1CCOCC1	104	-3	-8	-3	94	0	15	-0.2	101
COc1ccc(/C=C/C(=O)NC2CCCCC2C)cc1 (stereo not given)	104	3	4	-12	104	0	-40	1.9	104
O=C(Nc1ccc(Cl)cc1)C1CC2CCCC(C1)C2=O (stereo not given)	96	4	3	7	109	4	4	1.8	105
O=C(NCCC1=CCCCC1)C(=O)NCC1OCCCN1S(=O)(=O)c1cc(F)ccc1F (stereo not given)	107	2	-24	0	102	1	20	-0.3	104
Nc1cccc(C#Cc2ccc3c(=O)c4ccccc4oc3c2)c1	96	5	-2	1	91	0	17	x	95
COc1ccccc1C1CC(c2c(-c3ccccc3)c3cc(Cl)ccc3[nH]c2=O)=NN1S(C)(=O)=O (stereo not given)	99	8	-1	4	108	0	-36	x	99
CCOC(=O)c1ccc(N(C(=O)c2ccco2)C(C(=O)NC2CCCCC2)c2ccncc2)cc1 (stereo not given)	103	1	-1	6	106	2	5	1.3	97
COC(=O)c1cc2occc2n1CC(=O)Nc1ccc(OC)c(OC)c1	95	1	0	-1	84	0	17	1.9	101
Cc1ccc(CNS(=O)(=O)c2cc3c4c(c2)C(C)C(=O)N4CCC3)cc1 (stereo not given)	110	8	5	3	86	1	14	-0.1	105
CCCNC(=O)CCCCn1c(=S)[nH]c2c([nH]c3ccc(OC)cc32)c1=O	91	-3	-1	5	101	1	7	1.4	97
C[C@]1(C(=O)NCc2cc(F)cc(C(F)(F)F)c2)C=C[C@@H](Cc2ccccc2)N1C(=O)c1ccccc1	x	1	-8	5	x	x	x	0.5	x
Cc1ccc2oc(=O)n(Cc3ccc(F)cc3)c2c1	99	3	6	8	97	1	9	-0.5	102
CC1=CC2=NC(=O)/C(=C/c3cccs3)C(=N)N2O1	94	7	6	5	90	3	1	-1.2	100
COC(=O)c1c(NC(=O)C(C)C)sc(C(=O)N2CCOCC2)c1C	114	12	-1	12	86	0	14	0.1	101
CC(C)[C@@H](C(=O)N1CCNCC1)n1cc(CCO)nn1	88	4	5	-1	95	4	20	-2.3	82
Cc1ccc(NC(=S)N2CCN(c3ncccn3)CC2)c(C)c1	96[may fluoresce red]	2	1	11	94	0	0	-0.3	97[may fluoresce red]
COC(=O)c1ccc(C(=O)OC)c(NS(=O)(=O)c2ccc(NC(C)=O)cc2)c1	x	8	0	6	110	9	1	-2.5	91
Cc1cc(Nc2cccc(Cl)c2Cl)n2ncnc2n1	103	x	x	x	102	3	0	-1.4	91
Cc1[nH][nH]c(=O)c1C(c1cc([N+](=O)[O-])ccc1O)c1c(C)[nH][nH]c1=O	104	11	-1	-1	75	5	-1	-27*	103
Cn1nc(C(=O)NCCc2ccc(S(N)(=O)=O)cc2)c2ccccc2c1=O	102	4	2	-5	103	0	2	-1.5	105
O=C(COC(=O)c1cncc(Br)c1)NC1CCCCC1	86	9	8	9	105	8	4	-2.1	87
COc1ccc2nc(N3C(=O)C(O)=C(C(=O)c4ccco4)C3c3ccccc3OC)sc2c1 (stereo not given)	100	2	2	3	95	0	15	-3.4	98
c1ccc(-n2nnnc2NC2CCCCCC2)cc1	106	9	5	16	102	2	-15	-1.5	107
Cc1nn(C)c(C(=O)Nc2ccc(Cn3cccn3)cc2)c1[N+](=O)[O-]	99	2	7	10	109	0	-17	-1.4	95
CS(=O)(=O)c1nc2ccccc2n1Cc1ccccc1	95	6	1	6	101	3	8	1.1	95
O=C1/C(=C/c2ccncc2)SC(=S)N1Cc1ccccc1	96	3	-1	11	93	4	2	-0.3	99
CC(C)c1c(C(=O)N/N=C/c2ccoc2)nnn1-c1nonc1N	107	5	-9	9	94	0	-1	0.2	105
COc1ccccc1C(=O)NCC(c1ccco1)N1CCc2ccccc21 (stereo not given)	98	-2	5	-10	108	0	2	2.7	101
CCN(CC)S(=O)(=O)c1ccc(C(=O)NNC(=O)c2csc(N3CCOCC3)n2)cc1	102	-4	2	-3	89	3	0	-5.0	107
Cc1ccc(S(=O)(=O)NNC(=O)c2ccncc2)cc1	105	5	5	-3	107	3	-1	0.2	99

Grouped by structure: the compounds so far containing an NH in an aromatic ring.
SMILES	CIT2-GFP yeast	Bcl-xL primary	GLD-1 RNA inh	MCL1-BIM inh	CR mimetic SO	GRK2 inh	VLA-4 inh	MEX-5 binding	AGP1-GFP MLPCN
CN1CCCc2cc(C#N)c(=O)[nH]c21	102	9	6	2	102	1	3	-1.8	100
O=C(Nc1ccccc1)c1nc[nH]c1C(=O)NCCCNC(=O)c1[nH]cnc1C(=O)Nc1ccccc1	72	x	1	x	97	2	-9	x	76
COC(=O)c1ccccc1NC(=S)N(Cc1ccc2c(c1)OCO2)Cc1cc2ccc(C)cc2[nH]c1=O	95	-2	4	7	89	0	0	-2.8	100
COc1ccccc1C1CC(c2c(-c3ccccc3)c3cc(Cl)ccc3[nH]c2=O)=NN1S(C)(=O)=O (stereo not given)	99	8	-1	4	108	0	-36	x	99
CCCNC(=O)CCCCn1c(=S)[nH]c2c([nH]c3ccc(OC)cc32)c1=O	91	-3	-1	5	101	1	7	1.4	97
Cc1[nH][nH]c(=O)c1C(c1cc([N+](=O)[O-])ccc1O)c1c(C)[nH][nH]c1=O	104	11	-1	-1	75	5	-1	-27*	103

Next part.
SMILES	CIT2-GFP yeast	Bcl-xL primary	GLD-1 RNA inh	MCL1-BIM inh	CR mimetic SO	GRK2 inh	VLA-4 inh	MEX-5 binding	AGP1-GFP MLPCN
O=S(=O)(Cc1ccccc1)Cc1cnc(Cl)s1	101	2	4	-4	99	3	22	0.8	99
COC(=O)c1ccccc1NC(=O)Nc1cc(C)ccn1	98	4	-1	6	95	0	-9	-1.2	99
COc1ccc(NC(=O)COC(=O)c2ccc(OCc3ccc(Cl)cc3Cl)c(OC)c2)c(OC)c1	103	2	4	-3	99	3	5	-0.1	103
O=C(c1ccco1)N1CCN(S(=O)(=O)c2ccc(Cl)cc2)CC1	98	4	-2	1	77	2	1	1.3	96
CCN1CCN(C(=S)Nc2ccc(Cl)c(Cl)c2)CC1	105	0	3	6	116	3	-14	1.5	106
CCOCCCNC(=O)C1CCCN(S(=O)(=O)c2ccc(-n3cnnn3)cc2)C1 (stereo not given)	105	0	7	1	96	0	-2	2.1	99
Cc1[nH]c2ccc(OC(F)(F)F)cc2c1CCN1C(=O)c2ccc(C(=O)O)cc2C1=O	111	2	2	5	133	0	11	-1.1	99
O=C(NN=C1CCCCCCC1)c1ccccn1	97	-1	2	-3	100	5	19	-3.8	106
Cc1ccc(NC(=O)CSc2nnc(C)n2CC2CCCO2)cc1 (stereo not given)	110	4	1	-3	99	0	15	-0.7	111
Cc1ccc(N2CCN(S(=O)(=O)c3ccc4c(c3)n(C)c(=O)c(=O)n4C)CC2C)cc1 (stereo not given)	87	-2	-2	1	100	0	-2	0.2	99
Oc1ccc(C2=Nn3c(nnc3-c3ccco3)SC2)cc1O	105	18	1	60*	90	0	5	-5.2	x
Cc1ccc2c(CN3CCN(S(=O)(=O)c4ccccc4C(F)(F)F)CC3)cc(=O)oc2c1	86	-4	-3	-10	96	19	-1	x	102
COc1ccc2c(c1OC)C(=O)OC2c1c(O)nc(SC)n(-c2ccccc2)c1=O (stereo not given)	85	14	-2	-2	94	2	3	-1.4	88
COc1ccc(NC(=O)CN(C)C(=O)c2ccccc2OC)cc1	97	x	x	x	102	0	-15	3.5	96
Cc1nc2nc(C)c(CCC(=O)NCCCN3CCN(c4cccc(Cl)c4)CC3)c(C)n2n1	93	1&0	-5&-4	0&11	110&104	0&0	0&-9	-0.2&-1.1	98&89
CCOC(=O)N1CCN(C(=O)C2CCCN(Cc3nc(-c4ccc(Cl)cc4)oc3C)C2)CC1 (stereo not given)	101	-2	1	4	103	0	-10	-1.2	99
N#CCN1CCC(c2cc(-c3ccco3)n[nH]2)CC1	115	38*	29	33	106	0	2	-1.4	107
COc1ccc(CCNC(=O)CC2SC(=NCCc3ccccc3)NC2=O)cc1OC (stereo not given)	94	-4	-5	-1	98	3	1	-0.3	96

Two compounds drawn at random from those above:
SMILES	CIT2-GFP yeast	Bcl-xL primary	GLD-1 RNA inh	MCL1-BIM inh	CR mimetic SO	GRK2 inh	VLA-4 inh	MEX-5 binding	AGP1-GFP MLPCN
CCOC(=O)N1CCN(C(=O)C2CCCN(Cc3nc(-c4ccc(Cl)cc4)oc3C)C2)CC1 (stereo not given)	101	-2	1	4	103	0	-10	-1.2	99
Oc1ccc(C2=Nn3c(nnc3-c3ccco3)SC2)cc1O	105	18	1	60*	90	0	5	-5.2	x

Screening data: PubChem, several laboratories
